# Measles CPE: protection of cells from measles virus; protection (pct of control), % at 4 µM; Measles virus-infected cells, CPE protection, absorbance; 140,000 compounds, 1.5% hits; in the data active means protection mostly above about 24%, no sharp cut-off; inactive means mostly below about 26%; further: some compounds called inactive have numbers as strong as hits
# BB579 growth dn: chemicals that inhibit yeast BB579 growth in restrictive medium (lifespan-shortening candidates) | 140,000 compounds, 0.51% hits | S. cerevisiae BB579 growth, OD615, 48 h | inhibition, % at 10 µM;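 active means inhibition above a set limit, 3 SD over the mean compound inhibition, cut at about 44% in these data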; further: inactives centre near -24
#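 System: Saccharomyces cerevisiae DeaD strain BB579, replicative lifespan model yeast. Buffer or medium: restrictive glucose-based CSMM-D medium. Doses: one dose, 10 µM compound with 0.25% DMSO. Timing: 4 h preincubation and 48 h exposure at 30 °C. Detection: turbidity as optical density at 615 nm. Benchmarks: amphotericin B 10 µg/mL, positive.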
# GALR2 antag: GALR2 (human) receptor antagonism. AID 828. inhibition, % at 4 µM. GALR2-expressing cells, antagonist mode. 140,000 compounds, 0.39% hits. O43603; in the data active means inhibition above about 27%;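 further: cells stimulated with galanin 1-16 at roughly its EC80; 0% = agonist challenge control and 100% = basal control without agonist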
# Target sequence (O43603 whole entry, looked up): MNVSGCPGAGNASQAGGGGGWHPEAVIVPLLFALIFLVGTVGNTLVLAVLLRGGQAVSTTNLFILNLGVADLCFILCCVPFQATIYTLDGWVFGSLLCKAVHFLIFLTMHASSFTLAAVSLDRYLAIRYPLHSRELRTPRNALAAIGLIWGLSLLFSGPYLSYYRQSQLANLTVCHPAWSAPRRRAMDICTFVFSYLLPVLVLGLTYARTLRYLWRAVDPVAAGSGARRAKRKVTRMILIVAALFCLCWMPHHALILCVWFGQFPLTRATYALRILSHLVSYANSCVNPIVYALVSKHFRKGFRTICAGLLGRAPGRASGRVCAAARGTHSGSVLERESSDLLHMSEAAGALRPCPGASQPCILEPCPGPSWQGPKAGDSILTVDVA
# Phagocyt inh: inhibitors of macrophage phagocytosis. J774A.1 macrophage IgG-bead phagocytosis, imaging. inhibition, % at 5 µM. 110,000 compounds, 0.07% hits. AID 1029;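 active means inhibition above the mean of the plate negative controls plus 5 SD, cut at about 13% in these data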;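 further: phagocytic index as fraction of beads internalized from green versus red external bead signal; plate controls were DMSO negative control for no effect and cytochalasin-D positive control for full effect; some results beyond the cut were filed as inactive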
# HCT116 bCat-KO: beta-catenin-lacking colon tumor cell growth suppression. HCT116 beta-catenin knockout viability, CellTiter-Glo, 60 h; active compounds read low. viability, % at 10 µM. 140,000 compounds, 1.5% hits. AID 818;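 active means viability at or under a set limit, the compound median less 4 SD, cut at about 6% in these data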;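 further: 0% = Hyamine 1622 control at 20 µM and 100% = untreated cell control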
# E-sel TNF inh: blocks E-selectin expression induced by TNF alpha | HUVEC TNFa-induced E-selectin immunofluorescence, high content | inhibition, % at 2 µM | AID 1246 | 120,000 compounds, 0.71% hits;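 active means inhibition above the batch mean plus 3 SD, and confirmed as a hit on visual image review, cut at about 43% in these data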;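 further: 0% = TNF-stimulated DMSO wells and 100% = unstimulated control wells; not every result past the cut was called active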
# HCT116 PTEN-null: PTEN-deleted cell growth suppression. 140,000 compounds, 1.2% hits. viability, % at 10 µM. HCT116 PTEN-null viability, CellTiter-Glo, 60 h; active compounds read low;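 active means viability at or below a set limit, 4 SD under the median of all tested compounds, cut at about 3.7% in these data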;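 further: PTEN knockout HCT116 line with beta catenin targeted HCT116 as companion control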
# MRP1 act: activates MRP-1. AID 799. 140,000 compounds, 0.61% hits. H69AR cells + doxorubicin, viability rescue, CellTiter-Glo. viability increase, % at 10 µM;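 active means viability gain under doxorubicin at or above a set limit, the compound median plus 3 SD, cut at about 4.7% in these data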;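 further: MRP-1 overexpressing cells given doxorubicin 25 µM after compound pretreatment; 18-22 h compound pretreatment then 72 h with doxorubicin before readout; 0% = doxorubicin-only wells and 100% = vehicle-treated cells without doxorubicin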
# Yeast lifespan up: yeast lifespan extension. S. cerevisiae growth with nicotinamide, OD615; deaD strain in restrictive glucose medium. inhibition of the nicotinamide effect, % at 10 µM. 130,000 compounds, 0.68% hits;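 active means inhibition above a set limit, placed 3 SD over the median of all compounds, cut at about 26% in these data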;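 further: 0% = nicotinamide-treated wells and 100% = cells grown without nicotinamide; some compounds called inactive have numbers as strong as hits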
#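 assay system = DeaD-strain S. cerevisiae | measured by = absorbance at 615 nm | probe or stimulus = nicotinamide 1.5 mM | buffer or medium = CSMM-D glucose medium, restrictive | times = 48 h at 30 °C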
# NPY-Y2 antag: blocks the human neuropeptide Y Y2 receptor; 140,000 compounds, 0.99% hits; NPY-Y2 expressing cells, antagonist mode; inhibition, % at 2.7 µM; in the data active means inhibition above about 17%;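 further: 0% = vehicle with agonist challenge and 100% = reference antagonist with challenge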
# Target sequence (P49146 whole entry, looked up): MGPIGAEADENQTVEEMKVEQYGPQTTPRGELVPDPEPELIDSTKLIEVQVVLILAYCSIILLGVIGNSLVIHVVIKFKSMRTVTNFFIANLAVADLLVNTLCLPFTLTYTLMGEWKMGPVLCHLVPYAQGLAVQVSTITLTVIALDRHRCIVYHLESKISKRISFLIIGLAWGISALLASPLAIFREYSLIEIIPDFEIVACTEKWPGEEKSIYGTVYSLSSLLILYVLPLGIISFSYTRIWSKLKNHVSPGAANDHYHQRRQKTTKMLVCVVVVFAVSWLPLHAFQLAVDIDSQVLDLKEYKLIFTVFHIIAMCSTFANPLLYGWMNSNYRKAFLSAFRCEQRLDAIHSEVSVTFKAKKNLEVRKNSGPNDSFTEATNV
# * = called active by the depositor; / = no result given.
SMILES,Measles CPE,BB579 growth dn,GALR2 antag,Phagocyt inh,HCT116 bCat-KO,E-sel TNF inh,HCT116 PTEN-null,MRP1 act,Yeast lifespan up,NPY-Y2 antag
Clc1ccc2nc(C3CCN(Cc4ccccc4)CC3)[nH]c2c1,3,-19,-1,/,57,19,60,-3.4,-4,3
Cc1oc2c(c1C(=O)NCc1ccccc1)CCCC2,13,11,4,0,100,-17,81,-1.5,-17,7
CCOC(=O)C1CCCN(C(=O)Cn2cccc2C(=O)c2ccccc2)C1 (configuration not stated),29,-18,-4,-1,96,/,96,-1.2,-3,-1
COc1cc(NS(=O)(=O)c2ccc3c(c2)oc(=O)n3C)cc(OC)c1OC,12,-12,-3,0,31,3,28,-4.8,-2,0
O=C(O)c1nccnc1C(=O)N1CCN(c2ccccc2)CC1,4,-2,5,-4,94,/,94,-1.4,0,2
COc1ccc(O)c(C(=O)c2cc(C#N)c(=O)n(CC3CCCO3)c2)c1 (configuration not stated),3,-20,3,-2,89,6,81,-1.1,113*,3
Nc1cc(N)cc(-c2nc3ccccc3[nH]2)c1,17,-13,20,0,75,-31,81,-3.6,-26,2
CCCCCCCCNc1ncnc2ccccc12,40,23,39*,-1,8,6,10,1.6,-7,14
Cc1ccc(S(=O)(=O)N(C)c2cc(S(=O)(=O)Nc3ccncc3)c(C)cc2C)cc1,21,-36,0,-7,93,/,92,-1.4,5,1
CCOc1ccc(N=C2NC(=O)/C(=C/C(=O)OC)S2)cc1,9,-37,7,0,96,1,98,-3.4,3,2
O=C(CN1CCC(n2nnc3cc(F)ccc32)CC1)NCCc1nc2ccccc2[nH]1,15,-10,2,0,97,-10,90,-0.2,-9,3
Cc1ccc(OCCn2cc(/C=N/NC(=O)c3ccncc3)c3ccccc32)cc1,6,-39,5,/,80,/,72,-0.1,-3,2
Cc1ccccc1NC(=O)c1ccc(Nc2c([N+](=O)[O-])cc([N+](=O)[O-])c3ccccc23)cc1,5,-47,12,-13,54,/,40,-0.4,0,-3
COC(=O)c1ccccc1NC(=O)c1cc(OC)cc(OC)c1,5,-87,3,/,94,-13,93,-0.7,-14,4
O=S(=O)(N1CCCCCC1)N1CCN(S(=O)(=O)N2CCCCC2)CC1,6,-48,-9,0,90,-2,102,-1.5,-17,4
CCOc1ccc(-c2nc(N)ncc2-c2ccc(OC)cc2)c(O)c1,15,-66,0,-2,89,7,87,-3.0,-4,1
COC(=O)c1ccc(COc2ccccc2/C=C(\C#N)C(=O)Nc2c(C)cc(C)cc2C)cc1,19,-11,7,9,1.4*,/,1.1*,-4.0,-1,5
O=C(CCCOc1ccc(Cl)cc1Cl)NCCCO,16,-20,-2,10,97,-58,89,1.6,-7,0
Cc1cc(C)cc(NC(=S)N2CCN(CCO)CC2)c1,9,-25,4,/,96,/,95,0.0,6,2
COCCn1nnnc1C(c1cccc(C(F)(F)F)c1)N1CCN(Cc2ccccc2)CC1 (configuration not stated),25,-2,-9,-1,101,34,93,-2.2,-2,-2
Cc1cnn(CCC(=O)NNC(=S)Nc2ccccc2)c1,/,9,2,-2,107,-17,95,-1.4,-13,0
CCCCCCCSc1nc(N)cc(=O)[nH]1,8,16,1,0,107,5,98,2.4,-13,4
COc1ccc(-n2c(C)nc3cc(C(=O)N4CCOCC4)ccc32)cc1,11,-59,10,-4,109,-4,111,-0.3,-8,1
CC(C)COC(=O)c1cccc2c1-c1ccccc1/C2=N\O,12,10,8,/,80,-30,92,-5.1,/,22*
CN(C)C(=O)c1snnc1-c1ccccc1,4,-29,11,-1,94,18,104,0.6,-5,-1
Cc1cccc2cc(CN(CCCO)C(=O)Nc3ccccc3Cl)c(=O)[nH]c12,3,-55,-2,-4,89,-10,93,-1.5,-10,2
O=c1c2ccccc2sn1-c1cc(S(=O)(=O)N2CCOCC2)ccc1N1CCCC1,14,-64,-10,0,87,6,98,-2.6,-6,2
COc1ccc(S(=O)(=O)N2Cc3ccccc3CC2C(=O)Nc2nccs2)cc1 (configuration not stated),3,-54,-3,/,86,-26,91,-3.4,-20,-2
O=C1NC(Nc2nccs2)(C(F)(F)F)C(=O)N1CCc1ccccc1 (configuration not stated),4,-2,5,1,109,1,88,-0.2,-10,-3
Clc1ccc2noc(-c3ccccc3)c2c1,19,-4,6,1,115,1,102,-0.2,-12,6
COc1ccc(/C=C(\C#N)C(=O)Nc2cccnc2)cc1,17,16,5,-3,88,/,94,2.3,-7,2
CC(=O)NCCn1c(SCc2cc(=O)n3cc(Cl)ccc3n2)nc2ccccc2c1=O,2,-28,3,-1,91,-17,89,-1.0,-9,2
O=C(Cn1ncc2c(=O)oc3ccccc3c21)N1CCN(C(=O)c2ccco2)CC1,7,-35,7,-2,103,4,94,-2.7,1,-1
CCCC(C)n1[nH]c(=O)c2c(C)cc(C)nc21 (configuration not stated),1,-22,6,/,99,7,92,-3.0,-4,4
CCN(CC(=O)NC)S(=O)(=O)c1ccc(Br)cc1,1,7,1,-1,107,6,92,-2.5,0,2
CS(=O)(=O)N1CCN(C(=O)c2cc3ccccc3oc2=O)CC1,31,-2,11,6,106,-4,101,-0.9,-10,2
COc1cc(CC(=O)Nc2ccc(S(=O)(=O)N(C)C)cc2)cc(OC)c1OC,14,12,4,1,88,-19,93,-0.1,-9,-1
CSc1nnc(C)c(/C=C/Nc2ccc(C)cc2)n1,11,-42,18,0,77,-25,75,-2.4,-28,2
O=C(CSc1c[nH]c2ccccc12)N1CCCc2ccccc21,5,-2,-3,-1,83,6,74,-3.6,-11,4
Cc1ccc(N2C(S)=C(C#N)C(=O)NC2c2cccs2)cc1 (configuration not stated),12,-20,21,-3,58,/,61,-3.6,-7,3
CCC(C(=O)Nc1cc(Cl)ccc1OC)c1ccccc1 (configuration not stated),6,0,5,-3,80,/,72,-0.9,-4,4
COC(=O)N/N=C(C)\C=C\c1ccco1,31,-3,2,-11,101,/,96,-0.3,-4,2
CSCCC(NS(=O)(=O)c1cccs1)C(=O)NCc1ccccc1 (configuration not stated),9,-32,9,-2,90,-1,97,-1.1,6,0
Cc1c(C(=O)NCc2ccco2)oc2ccc(S(=O)(=O)N3CCC4(CC3)OCCO4)cc12,6,-34,4,/,81,13,82,-3.4,-28,-2
Fc1ccc(CNC(=S)Nc2ccc(Cl)cc2Cl)cc1,9,-2,-15,-6,96,/,87,-2.9,-5,-2
O=C(CSC1CC(=O)N(CCc2ccccc2)C1=O)Nc1ccc(Br)cc1 (configuration not stated),3,-56,-6,0,85,-15,94,-1.8,-10,-1
O=C(Nc1ccccc1)c1n[nH]c(Cn2cncn2)n1,7,-10,1,/,97,5,100,0.6,-2,-1
O=[N+]([O-])c1ccc(CSc2nc3ccccc3[nH]2)cc1,14,-22,13,-2,43,40,56,-2.9,-4,2
O=C(NCC(c1cccs1)N1CCOCC1)c1cc([N+](=O)[O-])cc([N+](=O)[O-])c1 (configuration not stated),6,9,-3,-4,84,/,84,-1.9,-3,-1
CCCCCC(=O)Nc1ccc(N2CCN(C(=O)c3ccccc3)CC2)cc1,4,-34,11,1,91,0,91,-4.0,-6,3

# Entries of single compounds, quoted from the list. Values in the order: Measles CPE	BB579 growth dn	GALR2 antag	Phagocyt inh	HCT116 bCat-KO	E-sel TNF inh	HCT116 PTEN-null	MRP1 act	Yeast lifespan up	NPY-Y2 antag
# Profile of O=C(Nc1ccccc1)c1n[nH]c(Cn2cncn2)n1 = 7	-10	1	/	97	5	100	0.6	-2	-1
# Profile of CSCCC(NS(=O)(=O)c1cccs1)C(=O)NCc1ccccc1 (configuration not stated) = 9	-32	9	-2	90	-1	97	-1.1	6	0
# Profile of O=C(NCC(c1cccs1)N1CCOCC1)c1cc([N+](=O)[O-])cc([N+](=O)[O-])c1 (configuration not stated) = 6	9	-3	-4	84	/	84	-1.9	-3	-1
# Profile of Fc1ccc(CNC(=S)Nc2ccc(Cl)cc2Cl)cc1 = 9	-2	-15	-6	96	/	87	-2.9	-5	-2

# Remaining list, next part
SMILES,Measles CPE,BB579 growth dn,GALR2 antag,Phagocyt inh,HCT116 bCat-KO,E-sel TNF inh,HCT116 PTEN-null,MRP1 act,Yeast lifespan up,NPY-Y2 antag
O=C(NCc1ccco1)c1cnn2c(C(F)F)cc(-c3ccccc3)nc12,15,-70,-7,3,86,0,86,-1.2,-8,11
CCOC(=O)N1CCC(NC(=O)CS(=O)Cc2nc(-c3ccc(OC)c(OC)c3)oc2C)CC1 (configuration not stated),5,8,-11,/,94,/,86,-2.5,-22,4
C=C(C(=O)c1ccccc1)C(CC(=O)c1ccccc1)c1ccccc1 (configuration not stated),6,-15,14,-8,4.8*,/,3.1*,-5.7,39*,5
c1ccc2oc(SCc3nc4ccccc4s3)nc2c1,4,-35,5,-1,93,-21,90,-3.8,-5,5
Cc1nc2ccc(S(=O)(=O)N(C)CC(=O)N3CCc4ccccc43)cc2s1,12,-41,6,-3,87,/,82,-3.9,11,2
Clc1ccc(Cc2ccc(Cl)nn2)c(Cl)c1,20,1,-6,0,88,18,96,-2.3,-5,0
Cc1ccc(OCCN2C(=O)c3ccccc3C2=O)cc1,18,-19,-3,0,87,/,91,0.3,-12,4
COc1ccc(NC(=O)[C@H](COCc2ccccc2)NC(=O)OC(C)(C)C)cc1,10,-36,-5,-2,82,-39,84,-2.0,-22,3
O=C(CNc1ccccc1)N/N=C/c1cc([N+](=O)[O-])ccc1N1CCCC1,14,-29,-5,1,87,-29,80,-1.3,-9,3
COC(=O)C(C(=O)Nc1cc(C)on1)C1CCCCCC1 (configuration not stated),14,-19,1,-2,80,9,72,-1.7,-8,3
Cc1ccc(CSCCC(=O)NCCc2ccc(Cl)cc2)cc1,11,-7,-4,-10,97,/,105,-2.6,-3,9
O=C(Nc1ccccc1Oc1ccccc1)c1cccc([N+](=O)[O-])c1,33,-27,1,0,67,18,59,-3.7,-7,2
CCOc1ccc(CSC2=NCCN2)cc1[N+](=O)[O-],8,-4,-1,/,17,-8,21,0.9,5,1
S=c1[nH]nc(COc2ccccc2)n1/N=C/C(Cl)=C/c1ccccc1,4,-34,5,/,12,22,15,-2.1,-8,5
Cc1cccc(NC(=O)c2ccc(C3SCC(=O)N3CCc3ccccc3)cc2)c1C (configuration not stated),7,-43,11,0,16,-15,26,2.7,-8,2
CCOC(=O)c1nn(-c2ccc(OCC)cc2)c2nc(-c3ccco3)c(C#N)c(=O)n12,6,-28,-2,-3,77,3,76,-0.6,-4,2
C=CCn1c(COc2ccccc2F)nnc1SCC(=O)Nc1cc2oc3ccccc3c2cc1OC,12,-25,-13,-1,67,-10,51,-3.1,-3,0
O=C(CSc1nnc(-c2ccco2)o1)NC(=O)Cc1ccccc1,12,-25,4,2,87,/,93,-0.8,-17,4
CCc1ccc(NC(=O)N(CCCN2CCOCC2)C(C)c2cc3cccc(OC)c3o2)cc1 (configuration not stated),9,4,-15,2,81,/,61,-2.6,8,4
Cc1ccc(C(=O)NC2CCCCCC2)o1,17,-51,8,-1,96,-26,99,-0.9,0,-2
COc1cc(OC)c(NC(=O)c2cccc(F)c2)cc1Cl,22,-10,4,-5,92,/,94,-2.0,-7,0

# Rows are unselected; any-hit rate near 6.1%.
